Compound activity deposited in PubChem by several laboratories.
LYP inhibition = LYP phosphatase inhibitors, primary screen, biochemical, DiFMUP fluorescence, recombinant catalytic domain, 10 µM (AID 606); recombinant LYP catalytic domain, DiFMUP fluorescence; higher % means a stronger effect; inhibition, % at 10 µM, or IC50 in µM where a hit was titrated; 52,000 tested, under 10 active;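 active = IC50 under 40 µM in the dose-response test; inactive = IC50 of 40 µM or more, or never dose-tested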
HT1080 viability = HT1080 cell viability loss – fluorescence readout (AID 620); HT1080 viability, fluorescence; higher % means a stronger effect; cytotoxicity, % at 10 µM, or EC50 in µM where a hit was titrated; actives 0.42% (n = 87,000);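 note: cells exposed to compound overnight then 4 h with Alamar Blue; 0% = vehicle DMSO and 100% = killing control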
Alkaline phosphatase = inhibition of tissue-nonspecific alkaline phosphatase – biochemical, luminescent (AID 518); purified TNAP enzyme, luminescent substrate readout; higher % means a stronger effect; one-dose inhibition, % at 20 µM; IC50 in µM for titrated hits; actives 0.09% (n = 64,000); in the data active = a potency from the dose series; inactive = the rest, 99 in 100 with inhibition below about 22%;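 note: plate controls were vehicle for no effect and reference inhibitor for full effect; many of its hits are not listed in these tables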
Bfl-1 inhibitors = displacement of Bid BH3 peptide from Bfl-1 – biochemical, fluorescence polarization, FITC-Bid, mouse, primary screen (AID 432); actives 0.02% (n = 64,000); displacement, % at 20 µM; hits with a dose series show IC50 in µM; FITC-Bid BH3 peptide fluorescence polarization displacement; higher % means a stronger effect; in the data active = a potency from the dose series; inactive = the rest, 99 in 100 with displacement below about 15%; note: strong numbers were not always called active
HPDE-C7K KRASV12 = viability loss of HPDE-C7K cells – cell-based, fluorescence, HTS, primary screen (AID 431) | HPDE-C7K KRASV12 cells, Alamar Blue viability, 48 h; higher % means a stronger effect | one-dose cytotoxicity, % at 10 µM; EC50 in µM for titrated hits | actives 1.7% (n = 63,000);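 active = compounds whose percent cytotoxicity in the single-dose primary screen, scaled between solvent and toxic-drug controls, exceeds 50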;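 note: 0% = DMSO solvent wells and 100% = doxorubicin-treated wells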
Spn PMK inh = blocks S. pneumoniae phosphomevalonate kinase; purified PMK, PK/LDH-coupled NADH absorbance 340 nm; inhibition, % at 10 µM; actives 0.49% (n = 65,000);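 active = top-ranked compounds by inhibition in the single 10 µM screen, taking a fixed number of the strongest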;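 note: 0% = full reaction with DMSO carrier and 100% = background rate without enzyme reaction; no value below 0 was filed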
HPDE-C7 cytotoxicity = HPDE-C7 pancreatic duct cell viability loss – fluorescence, HTS (AID 430); actives 1.8% (n = 63,000); HPDE-C7 pancreatic duct cells viability, fluorescence; higher % means a stronger effect; cytotoxicity, % at 10 µM, or EC50 in µM where a hit was titrated;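 note: cells exposed to compound for 48 hours before viability readout; 0% = vehicle and 100% = reference cytotoxic drug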
Spn DPM-DC inh = blocks S. pneumoniae diphosphomevalonate decarboxylase. purified DPM-DC, PK/LDH coupled NADH fluorescence. calls only at 10 µM. actives 0.49% (n = 65,000). AID 556;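 active = the 320 compounds with the highest percent inhibition in the single-dose primary screen, excluding strongly autofluorescent ones, cut at about 32% in these data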;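 note: kinetic rate of NADH fluorescence loss reporting ADP formed by the decarboxylase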
MK inhibit = S. pneumoniae mevalonate kinase inhibition; actives 0.48% (n = 65,000); inhibition, % at 10 µM; AID 555; purified MK, PK/LDH-coupled NADH absorbance 340 nm;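 active = ranked among the strongest by inhibition in the single 10 µM screen, a fixed top-ranked set picked for dose follow-up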; note: no value below 0 was filed
Spn PMK inh pilot replicates = also measured in Spn PMK inh; calls as there; inhibition, %; measured here: pilot screen replicates
MK inhibit pilot replicates = recorded beside MK inhibit, whose call it bears; inhibition, %; measured here: pilot screen replicates
Spn DPM-DC inh pilot screen % = also measured in Spn DPM-DC inh; calls as there; inhibition, %; measured here: pilot screen trials
The depositor's hits bear a star; i = inactive; / = not tested or not shown. Cut-off read from the data, not from the text of the source, unless noted: active = cytotoxicity above about 50%; inactive = the rest.

SMILES | LYP inhibition | HT1080 viability | Alkaline phosphatase | Bfl-1 inhibitors | HPDE-C7K KRASV12 | Spn PMK inh | Spn PMK inh pilot replicates | HPDE-C7 cytotoxicity | Spn DPM-DC inh | Spn DPM-DC inh pilot screen % | MK inhibit | MK inhibit pilot replicates
Cc1cccc(OCC(=O)N(Cc2cccs2)C2CCS(=O)(=O)C2)c1C (centres undefined) | 10% | -8% | 14% | -4% | 10% | 3 | 2.5 | -10% | i | 1.0 | 0 | 0.5
CCC1CCCCN1C(=O)CSc1nc2c([nH]c3ccccc32)c(=O)n1C (centres undefined) | 0% | -2% | / | / | / | 9 | / | / | i | / | 6 | /
O=C(Cn1cccc1C(=O)c1ccccc1)NCCN1CCOCC1 | / | 3% | 23% | -1% | 20% | 14 | 7.0 | 11% | i | 0.0 | 0 | 0.0
CC(=O)c1c(C)nc2ccccc2c1N | -24% | -3% | -1% | 3% | -4% | 7 | / | -11% | i | / | 6 | /
CCCCN1C(=O)c2ccc(C(=O)Nc3c(N)n(CCCC)c(=O)n(C)c3=O)cc2C1=O | 1% | -2% | 10% | -7% | / | 0 | / | / | i | / | 6 | /
CCCn1c(SCc2cc(=O)oc3ccc4ccccc4c23)n[nH]c1=O | 12% | 4% | 12% | -4% | -17% | 17 | / | -13% | / | / | 0 | /
Cn1c(=O)cc(OCC(=O)N2CCN(c3cccc(C(F)(F)F)c3)CC2)c2ccccc21 | 10% | 19% | 4% | 7% | 1% | 13 | 2.5 | -3% | i | 0.0 | 3 | 0.0
CCOC(=O)C1=C(C)NC(C)=C(C(=O)OCC)C1C(=O)OCC(=O)c1ccc2c(c1)OCCO2 | -4% | -2% | 9% | 10% | 10% | 20 | / | 0% | i | / | 1 | /
O=C(NCCn1ccc2ccccc21)c1ccc2c(c1)OCO2 | 9% | 2% | 11% | -5% | -7% | 6 | / | -4% | / | / | 5 | /
COc1cc(OC)cc(C(=O)OCn2nnc3ccccc3c2=O)c1 | -13% | -4% | 11% | -3% | 2% | 2 | / | 2% | i | / | 3 | /
CCOC(=O)CSc1nc2c(c(=O)[nH]c(=O)n2C)n1CCCc1ccccc1 | 9% | -4% | 10% | -7% | 3% | 9 | / | 7% | i | / | 6 | /
COc1cc(C(=O)OC(C)CN2CCCC2)cc(OC)c1OC (centres undefined) | 9% | -1% | 10% | -6% | -9% | 10 | 0.5 | 4% | i | 0.5 | 8 | 0.0
CC(NS(=O)(=O)c1ccc(OCC(=O)N2CCOCC2)cc1)c1ccccc1 (centres undefined) | 8% | 0% | 6% | -3% | -10% | 3 | / | -6% | i | / | 14 | /
Cc1cc(C)n2nc(C(=O)Nc3ccccc3N3CCOCC3)nc2n1 | 15% | 4% | 13% | -3% | 0% | 10 | / | 6% | i | / | 7 | /
CC(=O)Nc1cccc(OCC(=O)NS(=O)(=O)c2ccc(C)cc2)c1 | 9% | 2% | 3% | 0% | 3% | 9 | / | -3% | i | / | 8 | /
Cc1csc(N(C)C(=O)CSc2nnc(COc3cccc4ccccc34)o2)n1 | 9% | 18% | 14% | 1% | 2% | 4 | / | 14% | i | / | 8 | /
O=C(OCC(=O)N1CCN(C(=O)c2ccco2)CC1)c1ccccc1OCc1ccccc1 | 2% | 4% | 12% | -7% | 4% | 0 | / | -13% | i | / | 1 | /
O=C(Nc1ccncc1)C1CCCN(S(=O)(=O)c2cccc3cccnc23)C1 (centres undefined) | 4% | / | 17% | -7% | 48% | 7 | 0.5 | 53%* | i | 1.5 | 3 | 2.0
Cc1cc(NC(=O)CCC(=O)N(c2cccnc2)C(C(=O)NC2CCCC2)c2ccccc2F)no1 (centres undefined) | / | 2% | 10% | 0% | 5% | 11 | 0.0 | 3% | i | 0.0 | 0 | 0.0
CCOC(=O)COc1c(OC)cc(Cl)cc1C1NC(=O)NC(C)=C1C(C)=O (centres undefined) | 12% | -2% | 9% | -9% | / | 10 | / | / | i | / | 5 | /
O=C(OCn1nnc2ccccc2c1=O)c1ccc(S(=O)(=O)N2CCOCC2)cc1 | 11% | / | 10% | -10% | -5% | 0 | / | -2% | i | / | 0 | /
CCC(c1nnnn1CCC(C)C)N1CCC(C(N)=O)CC1 (centres undefined) | / | 2% | 4% | 0% | -28% | 12 | / | -7% | i | / | 3 | /
CCCc1cc(NCCCCO)n2c(nc3ccccc32)c1C#N | 1% | 15% | 0% | -5% | -9% | 10 | / | -8% | / | / | 5 | /
COc1cccc(C(c2sc3nc(C)nn3c2O)N2CCN(C(=O)c3ccco3)CC2)c1 (centres undefined) | -4% | -2% | 8% | 5% | 8% | 9 | / | -4% | i | / | 0 | /

A stretch taken from the entries so far, for reference:
SMILES | LYP inhibition | HT1080 viability | Alkaline phosphatase | Bfl-1 inhibitors | HPDE-C7K KRASV12 | Spn PMK inh | Spn PMK inh pilot replicates | HPDE-C7 cytotoxicity | Spn DPM-DC inh | Spn DPM-DC inh pilot screen % | MK inhibit | MK inhibit pilot replicates
Cc1csc(N(C)C(=O)CSc2nnc(COc3cccc4ccccc34)o2)n1 | 9% | 18% | 14% | 1% | 2% | 4 | / | 14% | i | / | 8 | /
O=C(OCC(=O)N1CCN(C(=O)c2ccco2)CC1)c1ccccc1OCc1ccccc1 | 2% | 4% | 12% | -7% | 4% | 0 | / | -13% | i | / | 1 | /
O=C(Nc1ccncc1)C1CCCN(S(=O)(=O)c2cccc3cccnc23)C1 (centres undefined) | 4% | / | 17% | -7% | 48% | 7 | 0.5 | 53%* | i | 1.5 | 3 | 2.0
Cc1cc(NC(=O)CCC(=O)N(c2cccnc2)C(C(=O)NC2CCCC2)c2ccccc2F)no1 (centres undefined) | / | 2% | 10% | 0% | 5% | 11 | 0.0 | 3% | i | 0.0 | 0 | 0.0
CCOC(=O)COc1c(OC)cc(Cl)cc1C1NC(=O)NC(C)=C1C(C)=O (centres undefined) | 12% | -2% | 9% | -9% | / | 10 | / | / | i | / | 5 | /
O=C(OCn1nnc2ccccc2c1=O)c1ccc(S(=O)(=O)N2CCOCC2)cc1 | 11% | / | 10% | -10% | -5% | 0 | / | -2% | i | / | 0 | /
CCC(c1nnnn1CCC(C)C)N1CCC(C(N)=O)CC1 (centres undefined) | / | 2% | 4% | 0% | -28% | 12 | / | -7% | i | / | 3 | /
CCCc1cc(NCCCCO)n2c(nc3ccccc32)c1C#N | 1% | 15% | 0% | -5% | -9% | 10 | / | -8% | / | / | 5 | /

Continuation:
SMILES | LYP inhibition | HT1080 viability | Alkaline phosphatase | Bfl-1 inhibitors | HPDE-C7K KRASV12 | Spn PMK inh | Spn PMK inh pilot replicates | HPDE-C7 cytotoxicity | Spn DPM-DC inh | Spn DPM-DC inh pilot screen % | MK inhibit | MK inhibit pilot replicates
CCOC(=O)COc1ccc(S(=O)(=O)NCc2ccco2)cc1 | 11% | 8% | 11% | 0% | 8% | 6 | / | 2% | i | / | 4 | /
CCOc1ccc2[nH]c(=O)c(C(c3nnnn3CCOC)N3CCOCC3)cc2c1 (centres undefined) | 4% | -4% | 9% | 5% | 2% | 12 | / | 5% | / | / | 7 | /
Cc1cc(NC(=O)CSc2ccccc2)no1 | 0% | -1% | 3% | 6% | -14% | 0 | / | -17% | i | / | 8 | /
c1ccc2c(c1)nc(CN1CCOCC1)n1c3ccccc3nc21 | -12% | 5% | 14% | 4% | 10% | 2 | / | 3% | i | / | 0 | /
Cc1cc2cc(CNC(=O)c3cccs3)ccc2n1C | 1% | -7% | / | / | / | 8 | / | / | i | / | 0 | /
Cc1cc2cc(C)c3nnc(SCC(=O)NCc4ccco4)n3c2cc1C | / | -1% | 9% | 8% | -14% | 9 | / | -14% | i | / | 8 | /
O=C(Cc1nc2ccccc2s1)c1ccc(O)cc1O | 14% | -5% | -4% | -6% | 35% | 10 | 2.5 | 27% | i | 5.0 | 4 | 1.0
CC1=C(C(=O)Nc2ccccc2)C(c2ccc(C)o2)n2ncnc2N1 (centres undefined) | 6% | -14% | 7% | 0% | 2% | 10 | / | 4% | i | / | 14 | /
CCOC(=O)c1c(NC(=O)c2ccco2)sc2c1CCCC2 | / | 4% | 10% | 8% | / | 10 | / | / | / | / | 7 | /
c1ccc(-c2nnc(CSc3nc4ccccc4[nH]3)o2)cc1 | 3% | 14% | 10% | -1% | 11% | 3 | / | -1% | i | / | 6 | /
O=C(Nc1cccc(F)c1)c1ccc2c(c1)OCO2 | / | 17% | 9% | 6% | -5% | 8 | 0.0 | -16% | i | 0.0 | 18 | 0.0
CCOC(=O)CSc1nnc(CNc2nc(-c3ccccc3)cs2)n1C | 7% | 5% | 8% | -4% | 5% | 13 | / | 1% | i | / | 14 | /
COc1cccc(C(=O)Nc2cc(NC(=O)c3ccco3)ccc2OC)c1 | -7% | 4% | 13% | -10% | 22% | 0 | 2.5 | -2% | i | 3.0 | 7 | 0.0
C=CCc1c(C)nc(SC)nc1Nc1ccc(C(C)=O)cc1 | 12% | 13% | 9% | -1% | -1% | 8 | / | -12% | i | / | 5 | /
COc1cccc(C(=O)Nc2ccc(NC(=O)C3CC3)cn2)c1 | 7% | 0% | 9% | 1% | 2% | 19 | / | -2% | i | / | 0 | /
Cc1c(C(=O)OCC(=O)N2CC(C)OC(C)C2)oc2ccc(Br)cc12 (centres undefined) | / | -3% | 2% | 1% | -7% | 12 | / | -2% | i | / | 5 | /
Cc1cc(C)cc(N2C(=O)CC(n3ccnc3)C2=O)c1 (centres undefined) | 18% | 1% | 0% | 3% | -9% | 2 | / | 1% | i | / | 7 | /
O=C(O)CC1SC(=Nc2cccc(C(F)(F)F)c2)NC1=O (centres undefined) | / | -4% | 28% | -2% | -6% | 1 | 2.5 | 6% | i | 0.0 | 9 | 0.0
Cc1nc(CCNS(=O)(=O)c2cccs2)cs1 | 2% | 37% | 16% | -4% | 16% | 9 | 1.5 | -7% | i | 0.0 | 6 | 1.5
Cn1c(SCC(=O)N2CCN(c3cccc(Cl)c3)CC2)nnc1-c1ccncc1 | 8% | 5% | 8% | -3% | -5% | 4 | 0.0 | -19% | i | 0.0 | 7 | 0.5
CCOC(=O)c1c(C)oc2cc(Br)c(OC(C)C(=O)OCC)cc12 (centres undefined) | 7% | -10% | 5% | 1% | / | 16 | / | / | i | / | 13 | /
Cc1[nH]nc2c1C(C1CC=CCC1)C(C#N)=C(N)O2 (centres undefined) | 0% | 73%* | 42% | 2% | 8% | 7 | 3.0 | 1% | i | 0.0 | 8 | 2.0
COc1ccc(C(C)=O)c(Oc2nc(CN3CCOCC3)nc3scc(-c4cccs4)c23)c1 | / | -4% | -3% | -72% | 5% | 7 | / | -1% | i | / | 0 | /
Cc1ccc2c(c1)[nH]c1c(=O)n(CCN3CCNCC3)cnc12 | / | -6% | 7% | -2% | -6% | 5 | / | -12% | i | / | 5 | /
